p53ts 32C kill: p53ts cell cytotoxicity, permissive temperature. AID 924. Potency, µM (series often up to 46.1 µM), without a hit: at the highest dose activity change, negative = cytotoxicity, most hits filed as cytotoxic. hit rate 0.93% among 130,000. H1299-p53A138V at 32C, ATP luminescence viability, 24 h;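 note: 0% = DMSO and -100% = full killing by reference compound; nearly all actives have a fitted effect of over 55% in size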
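Viability by ATPlite luminescence after 24 h compound treatment (up to 46 uM) at the permissive 32C. Cells are H1299 carrying p53 A138V. Scale runs from DMSO basal to 100 uM tamoxifen as full kill; AC50 from Hill fits.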
Imprint erasure: inducers of genomic imprint erasure in mouse ES cells; mouse ES Peg3-LacZ reporter, beta-gal luminescence, 40 h; Potency, µM (series often up to 60.7 µM), without a hit: at the top dose activity change, positive = activation, usual class: activators; hit rate 0.02% among 110,000; AID 1948;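 note: 0% = negative control wells on the plate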
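Each well holds 300 Peg3LacZ-Neo (maternal) female ES cells incubated 40 h at 37C, 5% CO2. LacZ is measured by BetaGlo luminescence, with AC50 and maximum efficacy derived from dose-response curves.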
IkB signaling: IkB pathway inhibition in ABC-DLBCL cells. ABC-DLBCL IkBa-CBG/CBR dual luciferase ratio, 4 h; response scale: scaled: untreated 0%, proteasome inhibitor 100%. Potency, µM (series often up to 57.1 µM), for inactives: at the highest dose IkBa stabilization activation. hit rate 0.04% among 110,000; active = well fitted curve in the direction sought with a large enough effect in the signal ratio, not every such curve was filed as active; inconclusive = small, poorly fitted or top-dose-only effect, or a change in a side signal; the % refers to the signal ratio;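 note: the direction sought is a rising ratio; 0% = basal untreated cells and 100% = reference inhibitor full response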
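Luminescence ratio of IκBα-fused green versus native red beetle luciferase in OCI-Ly3 cells, 4 h post-doxycycline with compound; red signal alone, scaled from basal (0%) to zero light (-100%), flagged nonspecific or cytotoxic effects.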
p53ts 39C tox: p53ts cell cytotoxicity, nonpermissive temperature; H1299-p53A138V viability at 39C, ATP luminescence, 24 h; Potency, µM (top dose mostly 46.1 µM), inactives show top-dose activity change, negative = cell killing, hits mostly cytotoxic; hit rate 1.5% among 130,000; AID 902; note: nearly all actives have a fitted effect of over 55% in size
* marks the source's active call; other numbers are inactive results; ? = inconclusive; nt = no result given; [ ] = remark or other dose. Unless noted, calls come from the whole dose curve; as a rule, active = well fitted curve in the direction sought with a large enough effect; inconclusive = small, poorly fitted or top-dose-only effect, or another doubt; inactive = no such curve, though single readings can be large; an effect the other way counts as inactive or inconclusive. Unless noted, % is set by controls: 0 for no effect and ±100 for the full control effect; potency is the fitted concentration of half-maximal effect. Rows are unselected; about 1.7% have a hit in one of these screens.

SMILES | p53ts 32C kill | Imprint erasure | IkB signaling | p53ts 39C tox
CC1(C)Cc2c(sc(NC(=O)c3ccco3)c2C#N)CO1 | 10µM* | -59%[inhibitor] | -2.7% | 13µM*
CCC1=C(OC(=O)N(CC)CC)N2C(=O)OC(=NCCc3c[nH]c4ccccc34)[C@]2(C)[C@H]2C1=CC[C@H]1C(=O)NC(=O)[C@H]12 | 10% | -8% | nt | 1%
COC(=O)c1cccc(NC(=O)Nc2cc(C(=O)NCc3cccc(F)c3)ccc2N2CCCC2)c1 | 2% | -4%[10.9 µM] | ? | -13%
Cc1ccc(C(C)C)c(OCC(O)CN2CC(C)OC(C)C2)c1 (stereo not drawn) | 1% | -18% | ? | -8%
COC(=O)[C@@H]1C[C@@]2(O)[C@H](O)[C@H](O)[C@H](O)C[C@H]2N1C/C=C/c1ccccc1 | 9% | 2% | nt | -4%
CCn1cc(C(=O)N2CCN(c3cc(C)ccc3C)CC2)c(=O)c2cc(S(=O)(=O)N(C)C3CCCCC3)ccc21 | 5% | 28%[10.9 µM] | ? | -3%
COC(=O)c1c(NC(=O)CCCOc2ccccc2C)sc2c1CCC(C)C2 (stereo not drawn) | -5% | 21%[10.9 µM] | ? | -16%
Cc1cc(C)cc(NS(=O)(=O)c2cc3c(cc2C)NC(=O)CO3)c1 | -9% | -14%[10.9 µM] | 1.0% | -2%
CCCCOC(=O)c1ccc(NC(=O)c2cnccn2)cc1 | -3% | -45%[inhibitor] | -4.6% | -10%
O=C(CCn1c(=O)[nH]c2ccccc2c1=O)NCCCN1CCN(c2cccc(Cl)c2)CC1 | -6% | -24% | 0.6% | -6%
Cc1nn(-c2ccccc2)c2c1cc1c(=O)n(C)c(=O)nc-1n2-c1cccc(Cl)c1 | 12% | -7%[10.9 µM] | 0.7% | 8%
CCc1ccccc1NC(=O)CSc1nc2ccccc2nc1Cc1cccc(OC)c1 | -12% | 4%[10.9 µM] | 0.1% | -28%
Cc1ccc(-c2nnn3c2nc(NC2CCC(C)CC2)c2ccccc23)cc1 (stereo not drawn) | -13% | -15%[10.9 µM] | 3.1% | ?
O=C(Nc1ccc(Oc2ccc(NC(=O)c3ccco3)c(NC(=O)c3ccco3)c2)cc1)c1ccco1 | 10% | -27% | -3.8% | 3%
Cc1ccc(-c2nn(-c3ccc(F)cc3F)c3c2cnc2ccc(F)cc23)cc1 | 5% | -10%[10.9 µM] | -1.6% | -14%
O=S(=O)(c1ccc2c(c1)OCCO2)N(Cc1ccc(F)cc1)Cc1nnc(-c2cccs2)o1 | -2% | -19% | 3.8% | 8%
Cc1ccc(NC(=O)C2CCN(S(=O)(=O)c3cnc[nH]3)CC2)nc1 | 1% | -14% | -2.1% | -7%
COc1cc2c(cc1OC)C(c1ccc(Cl)cc1)N(c1ccc(C)c(F)c1)C(=O)C2 (stereo not drawn) | 17% | -9%[10.9 µM] | ? | -15%
COc1cc2c(cc1OC)CN(C(=O)c1ccccc1C(=O)O)CC2 | 4% | -9% | 1.5% | 6%
CC1(C)C(c2ccccc2)=NC(c2ccc(F)cc2)N1O (stereo not drawn) | -4% | 3% | -0.5% | -13%
CCCN1C(=O)C2(c3ccccc31)c1c(oc3ccc(C)cc3c1=O)C(=O)N2CCOC (stereo not drawn) | -1% | -11%[10.9 µM] | 1.4% | 22%
CC(=O)OCC1OC(n2c(Br)nc3c(=O)[nH]c(N)nc32)C(OC(C)=O)C1OC(C)=O (stereo not drawn) | -4% | 6% | nt | 10%
COc1ccccc1-c1nnc(C2CCN(S(=O)(=O)c3ccc(CC(C)C)cc3)CC2)o1 | 8% | 27%[10.9 µM] | -1.6% | -7%
Cc1cc(=O)n2nc(N3CCC(C(=O)NCCc4ccccc4)CC3)sc2n1 | -27% | -13% | 0.1% | -11%
CCN(Cc1ccccc1)C(=O)Cn1cnc2c1c(=O)n(C)c(=O)n2C | 7% | 7% | -0.4% | 6%
O=C(O)c1nc2ccccc2nc1C(=O)O | -13% | -13% | 12% | -4%
O=C(Nc1cccc(Br)c1)c1ccn[nH]1 | -3% | -61%[inhibitor] | 8.6% | -4%
COC(=O)c1ccc(NC(=O)CSc2nc(=O)n(Cc3ccco3)c3c2CCC3)cc1 | -5% | -6%[10.9 µM] | ? | -16%
COc1cccc(C(c2nnnn2CS(=O)(=O)c2ccc(C)cc2)N2CCN(C)CC2)c1OC (stereo not drawn) | 1% | -10% | 0.4% | 4%
Clc1cccc(-c2nnc(-c3ccccc3)o2)c1 | 10µM* | -83%[inhibitor] | ? | 13µM*
Cc1ccc(S(=O)(=O)N2CCCC2C(=O)Nc2nc3ccccc3s2)cc1 (stereo not drawn) | 40%[activator] | -22% | ? | 13%
COC(=O)c1ccc(OCC(=O)c2ccc(O)cc2O)cc1 | 13µM* | -59%[inhibitor] | ? | 13µM*
CCOC(=O)N1CCN(C(=O)c2ccc3c(SCC(=O)O)c4c(nc3c2)CCC4)CC1 | 4% | -4% | 0.4% | 3%
Cc1cc(C(=O)Nc2cnn(Cc3ccc(Cl)cc3Cl)c2)no1 | 5% | -20% | 5.1% | -5%
COc1cccc(NC(=O)CCP(C)(=O)O)c1 | -4% | 4% | -3.8% | 7%
CCc1ccccc1NC(=O)c1ccc(=O)n(Cc2ccc(F)cc2)c1 | 12% | -6%[10.9 µM] | 4.5% | -23%
CC(C)C(NC(=O)c1ccccc1NC(=O)c1ccco1)C(=O)O (stereo not drawn) | -8% | -1% | -1.7% | -15%
Cc1cc(C)cc(NC(=O)C2CCCN2S(=O)(=O)c2ccc3nc(-c4ccccc4)[nH]c3c2)c1 (stereo not drawn) | -3% | 2%[10.9 µM] | ? | -12%
CCOCCn1c(C(C)O)nc2ccccc21 (stereo not drawn) | 4% | nt | nt | 25%
CCCOc1ccc(Cc2c(Cl)nc(SC)nc2NC)cc1 | -4% | nt | nt | -15%
Cc1cc(C)n(C(=O)CCC2COc3ccccc3O2)n1 (stereo not drawn) | 6% | 3% | -5.1% | 7%
c1ccc(Nc2ccc3c4c(cccc24)CC3)cc1 | 0% | nt | nt | 24%
O=c1cc(N2CCc3ccccc3C2)[nH]c(=O)n1C1CCCCC1 | 7% | 0% | -2.1% | -7%
O=C(NC1CCCCC1)C1CCN(S(=O)(=O)N2CCCCCC2)CC1 | 1% | -8% | 3.3% | 1%
CCOc1ccccc1C(=O)Nc1cc(-c2nc3cccnc3s2)ccc1C | ? | -12%[10.9 µM] | -1.7% | -79%
O=C(CCNc1ccc(Cl)c(C(F)(F)F)c1)c1ccco1 | -11% | -22% | ? | -2%
CC(C)(C)C1(C)OC(C(N)=O)C(C(N)=O)O1 (stereo not drawn) | -2% | -5% | -1.2% | 11%
Cc1cc2n(n1)SC(Nc1ccc(F)cc1)N2 (stereo not drawn) | -5% | nt | nt | 10%

Taken from above.
`c1ccc(Nc2ccc3c4c(cccc24)CC3)cc1` @ p53ts 39C tox = 24%
`O=C(NC1CCCCC1)C1CCN(S(=O)(=O)N2CCCCCC2)CC1` @ p53ts 39C tox = 1%

Other compounds:
SMILES | p53ts 32C kill | Imprint erasure | IkB signaling | p53ts 39C tox
CN(C)c1nc(N)nc(-c2cccnc2)n1 | 26% | -12% | -0.3% | -16%
Cc1nc2nncn2c(N2CCN(c3ccccc3)CC2)c1C | -2% | 7%[10.9 µM] | ? | -23%
Cc1nn(CC(=O)NCc2ccccc2Cl)c(=O)c2cccn12 | -27% | -20%[10.9 µM] | -2.0% | ?
Cc1cccn2c(=O)c(C(=O)NCCc3ccc(S(N)(=O)=O)cc3)c(O)nc12 | 6% | 29%[10.9 µM] | -3.1% | -2%
O=C(Cc1cccs1)N1CCC(c2nc3c(nnn3Cc3ccccc3Cl)c(=O)[nH]2)CC1 | -3% | -9% | 0.1% | 5%
Cc1cc(NC(=O)CSc2nc(C(C)C)nc3sc4c(c23)CCCC4)no1 | 15% | -9% | 0.9% | -14%
COC(=O)NC(c1cccc(C)c1)C(C(C)=O)C(=O)OC (stereo not drawn) | -4%[9.22 µM] | nt | nt | 9%[9.22 µM]
COCCNc1nc(-c2ccccc2OC)nc2ccccc12 | -3% | -5% | -1.4%[11.4 µM] | -4%
CCOC(=O)NC(=O)CSc1ccccn1 | -5% | -9% | -0.5% | -2%
CCOc1nc(NCCc2ccc(OC)c(OC)c2)nc(NC(C)(C)CO)n1 | 13% | -14% | ? | -2%
O=C(CSc1nnc(C2COc3ccccc3O2)o1)Nc1nccs1 (stereo not drawn) | 0% | -16% | 8.2% | 0%
CCc1ccc(CN(Cc2ccco2)C(=O)COc2ccc(Cl)cc2C)cc1 | -1% | -18%[10.9 µM] | ? | -18%

Part of the list above in another layout:
SMILES,p53ts 32C kill,Imprint erasure,IkB signaling,p53ts 39C tox
CN(C)c1nc(N)nc(-c2cccnc2)n1,26%,-12%,-0.3%,-16%
Cc1nc2nncn2c(N2CCN(c3ccccc3)CC2)c1C,-2%,7%[10.9 µM],?,-23%
Cc1nn(CC(=O)NCc2ccccc2Cl)c(=O)c2cccn12,-27%,-20%[10.9 µM],-2.0%,?
Cc1cccn2c(=O)c(C(=O)NCCc3ccc(S(N)(=O)=O)cc3)c(O)nc12,6%,29%[10.9 µM],-3.1%,-2%
O=C(Cc1cccs1)N1CCC(c2nc3c(nnn3Cc3ccccc3Cl)c(=O)[nH]2)CC1,-3%,-9%,0.1%,5%
Cc1cc(NC(=O)CSc2nc(C(C)C)nc3sc4c(c23)CCCC4)no1,15%,-9%,0.9%,-14%
COC(=O)NC(c1cccc(C)c1)C(C(C)=O)C(=O)OC (stereo not drawn),-4%[9.22 µM],nt,nt,9%[9.22 µM]
COCCNc1nc(-c2ccccc2OC)nc2ccccc12,-3%,-5%,-1.4%[11.4 µM],-4%
CCOC(=O)NC(=O)CSc1ccccn1,-5%,-9%,-0.5%,-2%
CCOc1nc(NCCc2ccc(OC)c(OC)c2)nc(NC(C)(C)CO)n1,13%,-14%,?,-2%
O=C(CSc1nnc(C2COc3ccccc3O2)o1)Nc1nccs1 (stereo not drawn),0%,-16%,8.2%,0%
CCc1ccc(CN(Cc2ccco2)C(=O)COc2ccc(Cl)cc2C)cc1,-1%,-18%[10.9 µM],?,-18%

Continued.
SMILES | p53ts 32C kill | Imprint erasure | IkB signaling | p53ts 39C tox
COc1ccc(C)cc1NC(=O)CSc1nnc(-c2ccccn2)n1Cc1ccco1 | 7% | -28% | ? | -4%
Cc1nc2cccnc2n1C1CCN(C(=O)Nc2ccccc2C(F)(F)F)CC1 | -4% | -8%[10.9 µM] | -0.2% | 6%
CCc1nc2ccccc2n1Cc1ccc(OC)c(OC)c1 | -1% | -2% | 1.2% | -1%
Cc1ccc2nsnc2c1S(=O)(=O)N1CCN(C(=O)C2CCCO2)CC1 (stereo not drawn) | -6% | 9% | -1.1% | -7%
COc1cccc(NC(=O)c2ocnc2C)c1 | -14% | -85%[inhibitor] | 6.7% | -13%
O=C(CCc1nc2ccccc2[nH]1)Nc1ccc(F)cc1 | 2% | -12% | 0.1% | 6%
COC(=O)c1cccnc1-n1c(=O)c2cccnc2n(CC(=O)Nc2ccccc2F)c1=O | 7% | 8%[10.9 µM] | 1.3% | 17%
COc1ccc(OC)c2[nH]c(=O)c(CCNC(=O)C(C)C)cc12 | 9% | -8% | -0.4% | 21%
O=C(O)CSCC(=O)Nc1cc(C(F)(F)F)ccc1Cl | -6% | 27% | 0.4% | -2%
Cc1ccc(OCC(=O)Nc2ccccc2OCc2cc(=O)n3ccccc3n2)cc1C | -9% | 9%[10.9 µM] | ? | -16%
CCOC(=O)CSc1nc2ccc(NC(=O)CSc3nnnn3Cc3ccccc3)cc2s1 | -1% | nt | nt | 30%
Cc1ccc(C(O)c2nccn2C)o1 (stereo not drawn) | -2% | -1% | 0.8% | 4%
O=C(NCCc1ccc(Cl)cc1)c1ccc(CS(=O)(=O)Cc2ccccc2F)o1 | -16% | -19%[10.9 µM] | 0.7% | -18%
COc1cccc(NC(=O)N2CCN(c3cccc(C)c3C)CC2)c1 | 14% | -18% | ? | -12%
Cc1ccccc1CN1C(=O)c2ccccc2Sc2ccc(C(=O)NC(C)c3ccccc3)cc21 (stereo not drawn) | 3% | -16%[10.9 µM] | 0.8% | -25%
Cc1ccc2c(c1)N(C(=O)C1CCN(S(=O)(=O)c3c(C)noc3/C=C/c3ccccc3F)CC1)CCO2 | 0% | -8%[10.9 µM] | 2.4% | -9%

From PubChem
